High-throughput results from PubChem.
VP16 counter – VP16 counterscreen qHTS for inhibitors of ROR gamma transcriptional activity. Drosophila S2 Gal4-VP16 UAS-luciferase, luminescence, 20 h. Potency, µM (highest dose often 53.6 µM), without a hit: at the highest dose activity, negative = inhibition, usual class: inhibitors. 310,000 tested, 3.5% active. AID 2546, 2010;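 note: Gal4-VP16 expression switched on by copper sulfate through the metallothionein promoter; % is set by controls: 0 for no effect and ±100 for the full control effect; nearly all actives have a fitted effect of over 50% in size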
RORg inh – qHTS for inhibitors of ROR gamma transcriptional activity; 310,000 tested, 5.4% active; Nuclear receptor ROR-gamma (Mus musculus), P51450; Drosophila S2 Gal4-RORgamma UAS-luciferase reporter, 20 h; Potency, µM (highest dose often 53.6 µM), for the others: top-dose activity change, negative = inhibition, hits mostly inhibitors; note: % is set by controls: 0 for no effect and ±100 for the full control effect; nearly all actives have a fitted effect of over 60% in size
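Luciferase reporter read in Schneider cells carrying Gal4-RORγ (mouse) and UAS-Photinus luciferase; cells given compound 1 h before 700 uM copper sulfate induction, then incubated 20 h at ambient temperature.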
Menin-MLL TR inh – qHTS Assay for Inhibitors Targeting the Menin-MLL Interaction in MLL Related Leukemias: Competition With Texas Red Labeled MLL-derived Mutant Peptide | Menin + Texas Red MLL mutant peptide, fluorescence polarization | O00255 | 270,000 tested, 0.23% active | Potency, µM (highest dose often 61.6 µM), inactives show at the highest dose FP activity change, negative = inhibition, actives largely listed as inhibitors | AID 1768, 2009; active = well fitted inhibition curve with a large enough effect in the polarisation, with a control signal flat, not every such curve was filed as active; inconclusive = small, poorly fitted or top-dose-only effect, or effect the other way, or a change in a side signal; inactive = no such curve, though single readings can be large or run the other way; the % refers to the polarisation; note: % of control where 0% means no effect; many of its hits are not listed in these tables
Target sequence (O00255 whole entry, looked up): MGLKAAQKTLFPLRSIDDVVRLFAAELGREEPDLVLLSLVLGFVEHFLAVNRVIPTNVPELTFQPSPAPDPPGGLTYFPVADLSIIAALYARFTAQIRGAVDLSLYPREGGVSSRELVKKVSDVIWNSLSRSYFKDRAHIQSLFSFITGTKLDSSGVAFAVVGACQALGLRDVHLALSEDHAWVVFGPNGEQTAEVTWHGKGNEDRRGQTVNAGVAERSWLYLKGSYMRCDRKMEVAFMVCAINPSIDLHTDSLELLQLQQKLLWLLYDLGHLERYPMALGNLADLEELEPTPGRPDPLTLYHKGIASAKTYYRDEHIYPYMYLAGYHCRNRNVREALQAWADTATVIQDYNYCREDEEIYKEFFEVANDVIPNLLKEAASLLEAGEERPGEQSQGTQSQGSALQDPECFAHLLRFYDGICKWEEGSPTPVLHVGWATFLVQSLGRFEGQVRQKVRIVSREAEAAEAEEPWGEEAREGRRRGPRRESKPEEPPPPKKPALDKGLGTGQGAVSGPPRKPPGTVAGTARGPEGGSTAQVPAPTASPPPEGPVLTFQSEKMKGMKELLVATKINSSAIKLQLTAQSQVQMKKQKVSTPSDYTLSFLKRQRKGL
* hit, by the source's call; & = joins results of further samples; [ ] = dose if it differs, or a comment. Unless noted, calls come from the whole dose curve; as a rule, active = well fitted curve in the direction sought with a large enough effect; inconclusive = small, poorly fitted or top-dose-only effect, or another doubt; inactive = no such curve, though single readings can be large; an effect the other way counts as inactive or inconclusive. Potency is the fitted concentration of half-maximal effect. These rows are one share of the data (hit frequency here may not be typical).

`CC1Cc2cc3c(cc2C(c2ccc(N)cc2)=NN1)OCO3` (stereo not drawn) gave Menin-MLL TR inh 36.1%[activator].
For NCC#Cc1ccccc1 the results were Menin-MLL TR inh -1.6%.
Screening CCCN1CCC[C@@H](c2cccc(C#N)c2)C1 returned Menin-MLL TR inh 0.9%.
For C=CCN1CCc2cccc3c2C1Cc1ccc(O)c(O)c1-3 (stereo not drawn) the results were Menin-MLL TR inh -6.3%.
C[C@@H]1O[C@@H](O[C@H]2C[C@@H](O)[C@]3(CO)[C@H]4[C@H](O)C[C@]5(C)[C@@H]([C@@H]6COC(=O)C6)CC[C@]5(O)[C@@H]4CC[C@]3(O)C2)[C@H](O)[C@H](O)[C@H]1O was read as Menin-MLL TR inh 0.7%.
For O=C(O)C1C2CCC(O2)C1C(=O)O (stereo not drawn) the results were Menin-MLL TR inh 18.7%.
For c1ccc(N=NNc2ccccc2)cc1 the results were VP16 counter 5.2% and RORg inh 17.9%.
`CC(C)CON=O` gave VP16 counter -3.8% and RORg inh -12.0%.
For Cl/C=C/CCl the results were VP16 counter -1.2% and RORg inh -0.3%.
`O=C(Cl)OCc1ccccc1` gave VP16 counter -0.1% and RORg inh -22.2%.
Screening Clc1ccccc1 returned VP16 counter -4.1% and RORg inh 2.5%.
Nc1ccc(Cl)cc1N was read as VP16 counter -19.2% and RORg inh -31.8%.
Screening CCOC(=O)C1OC1(C)c1ccccc1 (stereo not drawn) returned VP16 counter -4.0% and RORg inh 2.1%.
CC[C@]12C=CCN3CC[C@@]4(c5ccc(OC)cc5N(C)[C@H]4[C@@](O)(C(=O)OC)[C@@H]1OC(C)=O)C32 (stereo partly drawn) was read as VP16 counter -5.9% and RORg inh 32.0%.
Screening CCC12C=CCN3CCC4(c5ccc(OC)cc5N(C)C4[C@@](O)(C(=O)OC)C1OC(C)=O)C32 (stereo partly drawn) returned VP16 counter -0.3% and RORg inh -4.9%.
Brc1cccc(-c2ccccc2)c1 was read as VP16 counter 1.0% and RORg inh 1.3%.
CCCCOCCOP(=O)(OCCOCCCC)OCCOCCCC was read as VP16 counter 7.0% and RORg inh -0.5%.
For N#CSCSC#N the results were VP16 counter 0.447µM* and RORg inh 1.12µM*.
C#CCO was read as VP16 counter 2.6% and RORg inh -9.3%.
`ClCBr` gave VP16 counter -13.3% and RORg inh -17.6%.
Screening [O-][Cl+]O returned VP16 counter -12.5% and RORg inh -10.7%.
`CCCCOCC1CO1` (stereo not drawn) gave VP16 counter 7.0% and RORg inh 0.8%.
ClC(Cl)=C(Cl)Cl was read as VP16 counter 1.1%&-17.5% and RORg inh -36.3%&4.0%.
`CC(O)CCl` (stereo not drawn) gave VP16 counter -6.7% and RORg inh 1.7%.
NC1CCC(CC2CCC(N)CC2)CC1 (stereo not drawn) was read as VP16 counter 0.4% and RORg inh -3.9%.
O=Nc1ccc(Nc2ccccc2)cc1 was read as VP16 counter inconclusive and RORg inh -89.3%.
`OCCCBr` gave VP16 counter 1.2% and RORg inh -15.4%.
For CC(C)(C)C(=O)C1C(=O)c2ccccc2C1=O the results were VP16 counter inconclusive and RORg inh inconclusive.
`C[N+](=O)[O-]` gave VP16 counter -0.1% and RORg inh -12.9%.
`Cc1ccc([N+](=O)[O-])cc1C` gave VP16 counter 8.6% and RORg inh 13.5%.
Nc1ccc(-c2ccc(N)c(Cl)c2)cc1Cl was read as VP16 counter -6.4% and RORg inh 4.6%.
For Clc1nc(Cl)nc(Nc2ccccc2Cl)n1 the results were VP16 counter -3.2% and RORg inh -14.0%.
Nc1ccc([N+](=O)[O-])cc1[N+](=O)[O-] was read as VP16 counter 5.5% and RORg inh 2.1%.
For [O-][Br+2]([O-])O the results were VP16 counter -13.3%&-17.8% and RORg inh -4.0%&1.3%.
CCCCOC(C)=O was read as VP16 counter 5.0% and RORg inh 2.5%.
For CCOC(=O)CC(SP(=O)(OC)OC)C(=O)OCC (stereo not drawn) the results were VP16 counter -14.5% and RORg inh -0.3%.
For O=Cc1ccc(Cl)cc1Cl the results were VP16 counter 8.1% and RORg inh -3.8%.
`CC(C)(c1ccc(OCC2CO2)cc1)c1ccc(OCC2CO2)cc1` (stereo not drawn) gave VP16 counter -16.6% and RORg inh 0.6%.
`CCCCCCCC/C=C\CCCCCCCC(=O)OC[C@@H](COP(O)(O)=S)OC` gave VP16 counter -3.6%, RORg inh 1.1% and Menin-MLL TR inh -0.5%.
For C[C@@H]1Cc2c(Cl)cc(C(=O)N[C@H](Cc3ccccc3)C(=O)O)c(O)c2C(=O)O1 the results were VP16 counter inconclusive, RORg inh inconclusive and Menin-MLL TR inh -2.9%.
`CC(C)(O)C1C2OC(=O)C1[C@]1(O)CC3O[C@@]34C(=O)OC2[C@@]14C` (stereo partly drawn) gave VP16 counter -1.7%, RORg inh 20.4% and Menin-MLL TR inh -7.9%.
`S=C(S)N1CCNCC1` gave VP16 counter -3.4%, RORg inh 5.8% and Menin-MLL TR inh 3.3%.
Screening O=C(O)c1cc([N+](=O)[O-])cc([N+](=O)[O-])c1O returned VP16 counter 0.7%, RORg inh -6.8% and Menin-MLL TR inh 8.7%.
`C[C@H]1CCCC=CC2C[C@H](O)C[C@@H]2[C@H](O)/C=C\C(=O)O1` (stereo partly drawn) gave VP16 counter 2.6%, RORg inh 36.8% and Menin-MLL TR inh 0.0%[24.8 µM].
O=C1NC(=S)NC(=O)C1C(=O)Nc1ccccc1 was read as VP16 counter -11.4%, RORg inh -0.8% and Menin-MLL TR inh 26.8%.
For CC1C(=O)OC2CCN3CC=C(COC(=O)[C@](C)(O)[C@]1(C)O)C23 (stereo partly drawn) the results were VP16 counter -0.2%, RORg inh -14.2% and Menin-MLL TR inh -0.4%.
For CCCC(C)(COC(N)=O)COC(N)=O the results were VP16 counter 3.1%, RORg inh 7.2% and Menin-MLL TR inh 7.6%.
`CCOC(=O)CCN(SN(C)C(=O)Oc1cccc2c1OC(C)(C)C2)C(C)C` gave VP16 counter 29.4%, RORg inh 30.8% and Menin-MLL TR inh -11.7%.
CN1C[C@@H](C(=O)N[C@@]2(C)O[C@]3(O)C4CCCN4C(=O)[C@@H](Cc4ccccc4)N3C2=O)C=C2c3cccc4[nH]cc(c34)C[C@@H]21 (stereo partly drawn) was read as VP16 counter 6.2%, RORg inh 14.9% and Menin-MLL TR inh inconclusive.
CC1(C)C(O)CC(O)[C@]2(C)C1CC(O)[C@]1(C)C2CC[C@@]2(C)C(c3ccoc3)OC(=O)C3O[C@]312 (stereo partly drawn) was read as VP16 counter 6.3%, RORg inh 35.5% and Menin-MLL TR inh -14.3%.
OCC(O)[C@H]1O[C@@H]2O[C@H](C(Cl)(Cl)Cl)O[C@@H]2[C@H]1O (stereo partly drawn) was read as VP16 counter -3.5%, RORg inh 6.2% and Menin-MLL TR inh 1.3%.
For Cc1occc1C(=O)Nc1ccccc1 the results were VP16 counter 4.0%, RORg inh 35.2% and Menin-MLL TR inh -13.4%.
C[C@]12CC[C@@H]3c4ccc(OC(=O)N(CCCl)CCCl)cc4CC[C@H]3[C@@H]1CC[C@@H]2O was read as VP16 counter -1.6%, RORg inh -0.9% and Menin-MLL TR inh 12.9%.
For O=c1cccc2n1CC1CC2CN2CCCCC12 (stereo not drawn) the results were VP16 counter -7.8%, RORg inh -8.0% and Menin-MLL TR inh -7.3%.
Screening O=C1C=CC(=O)c2c(O)cccc21 returned VP16 counter -13.4%&-14.8%, RORg inh inconclusive and Menin-MLL TR inh inconclusive.
O=C1C=CC[C@@H]2[C@H]3CCCN4CCC[C@@H](CN12)[C@@H]34 was read as VP16 counter -2.3%, RORg inh -13.2% and Menin-MLL TR inh -1.0%.
`CC(=O)C(O)C(c1ccccc1)c1c(O)c2ccccc2oc1=O` (stereo not drawn) gave VP16 counter -2.2%, RORg inh 2.4% and Menin-MLL TR inh 2.2%.
Screening CNC(=S)S returned VP16 counter -5.8%, RORg inh -5.0% and Menin-MLL TR inh 16.2%.
Screening c1ccc([C@H]2CNCc3ccccc32)cc1 returned VP16 counter -18.1%, RORg inh 10.4% and Menin-MLL TR inh -23.8%[24.8 µM].
For COc1ccc(OC)c([C@H](O)[C@H](C)N)c1 the results were VP16 counter -3.4%[17 µM], RORg inh -0.5%[16.9 µM] and Menin-MLL TR inh 1.6%[24.8 µM].
CC[C@@H](CO)NC(=O)[C@H]1C=C2c3cccc4[nH]cc(c34)C[C@H]2N(C)C1 was read as VP16 counter 6.1%, RORg inh -17.3% and Menin-MLL TR inh -1.0%[24.8 µM].
c1csc(CN2CCC3(CCNCC3)CC2)n1 was read as VP16 counter 5.8%, RORg inh -4.8% and Menin-MLL TR inh -11.5%.
For C[C@@H]1C[C@@H]2[C@H]([C@H]3C=C(COC(=O)c4ccccc4)[C@@H](O)[C@]4(O)[C@@H](O)C(OC(=O)c5ccccc5)=C[C@@]14C3=O)C2(C)C the results were VP16 counter -18.7%, RORg inh 2.8% and Menin-MLL TR inh 15.5%.
For CC1CC(Cl)CCC1C(=O)OC(C)(C)C (stereo not drawn) the results were VP16 counter 4.4%, RORg inh 0.0% and Menin-MLL TR inh -5.4%.
Screening CC1=C2CC3C(CC=C4C[C@@H](O)CC[C@@]43C)[C@@H]2CC[C@]12O[C@@H]1C[C@H](C)CN[C@H]1[C@H]2C (stereo partly drawn) returned VP16 counter 8.9%, RORg inh -18.0% and Menin-MLL TR inh 15.4%.
For CC(Cc1ccc(C(C)(C)C)cc1)CN1CC(C)OC(C)C1 (stereo not drawn) the results were VP16 counter -17.4%, RORg inh -7.0% and Menin-MLL TR inh 3.9%.
For COC(=O)C(O)C(O)(CCC(C)C)C(=O)OC1C(OC)=CC23CCCN2CCc2cc4c(cc2C13)OCO4 (stereo not drawn) the results were VP16 counter inconclusive, RORg inh 0.126µM* and Menin-MLL TR inh 1.8%.
O=C1OC(c2ccc(O)c(S(=O)(=O)O)c2)(c2ccc(O)c(S(=O)(=O)O)c2)c2c(Br)c(Br)c(Br)c(Br)c21 was read as VP16 counter -7.7%, RORg inh -4.6% and Menin-MLL TR inh 33.5%[activator].
`C[C@@H](NC(=O)[C@@H](N)Cc1ccc(O)cc1)C(=O)NCC(=O)N(C)[C@@H](Cc1ccccc1)C(=O)NCCO` gave VP16 counter -1.7%, RORg inh 0.7% and Menin-MLL TR inh -11.0%.
Screening CCOC(=O)N(C)C(=O)CSP(=S)(OCC)OCC returned VP16 counter 7.0%, RORg inh -9.3% and Menin-MLL TR inh -10.7%.
Screening O=C1CC2OCC=C3CN4CC[C@]56c7ccccc7N1C5C2[C@H]3C[C@H]46 (stereo partly drawn) returned VP16 counter 1.4%, RORg inh -3.9%[10 µM] and Menin-MLL TR inh -9.8%.
`O=C(Oc1ccccc1)N1CCC[C@@]2(CCN(Cc3nccs3)C2)C1` gave VP16 counter 1.0%, RORg inh 0.2% and Menin-MLL TR inh -0.1%.
Screening Oc1ccc(Cl)c2c1CCC2 returned VP16 counter -3.3%, RORg inh inconclusive and Menin-MLL TR inh -2.1%.
Screening CCCCCCCCCCCCCCC[C@@H](O)[C@@H](N)COP(=O)(O)O returned VP16 counter 4.0%, RORg inh -1.2% and Menin-MLL TR inh -12.2%.
C#Cc1cccc2c1c(C(=O)c1ccc(Cn3c(C)nc4cnccc43)c(F)c1)cn2C(=O)N(C)C was read as VP16 counter 3.9%, RORg inh 10.1% and Menin-MLL TR inh -15.5%.
Screening C[C@H]1O[C@H](O[C@H]2[C@H](O)[C@@H](O)[C@@H](O)[C@H](O)[C@@H]2O)[C@@H](N)C[C@@H]1NC(=N)C(=O)O returned VP16 counter -23.7%, RORg inh -16.2% and Menin-MLL TR inh -1.0%.
Screening COP(=O)(OC)OC=C(Cl)Cl returned VP16 counter -24.5%&16.5%, RORg inh -14.1%&-24.4% and Menin-MLL TR inh -5.1%.
`C[C@@H](C(=O)O)c1ccc(-c2ccccc2)c(F)c1` gave VP16 counter -5.2%, RORg inh 23.7% and Menin-MLL TR inh 3.4%&19.0%[24.8 µM].
`CN1CC[C@@]2(CCCN(C(=O)c3ccco3)C2)C1` gave VP16 counter -16.7%, RORg inh 14.2% and Menin-MLL TR inh 8.2%.
